Screening data from PubChem BioAssay.
p53ts 39C kill: cytotoxicity in p53ts cells at nonpermissive temperature; H1299-p53A138V viability at 39C, ATP luminescence, 24 h; Potency, µM (highest dose often 46.1 µM), inactives show at the top dose activity change, negative = cell killing, actives largely listed as cytotoxic; 1.5% of 130,000 active; AID 902; note: nearly all actives have a fitted effect of over 55% in size
p53ts 32C tox: p53ts cell cytotoxicity, permissive temperature; AID 924; 0.93% of 130,000 active; Potency, µM (doses to about 46.1 µM), for the others: at the highest dose activity change, negative = cytotoxicity, most hits filed as cytotoxic; H1299-p53A138V at 32C, ATP luminescence viability, 24 h;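 note: 0% = DMSO and -100% = full killing by reference compound; nearly all actives have a fitted effect of over 55% in size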
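ATP-content luminescence (ATPlite) read-out after 24 h compound exposure at 32C in H1299-p53A138V cells (600/well). Tested up to 46 uM. Normalized to DMSO (0%) and 100 uM tamoxifen (100% killing); Hill-fit AC50.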
IkB sig inh: IkB pathway inhibition in ABC-DLBCL cells | ABC-DLBCL IkBa-CBG/CBR dual luciferase ratio, 4 h; response scale: scaled: untreated 0%, proteasome inhibitor 100% | Potency, µM (titrated, usually from 57.1 µM), without a hit: top-dose IkBa stabilization activation | 0.04% of 110,000 active; active = well fitted curve in the direction sought with a large enough effect in the signal ratio, not every such curve was filed as active; inconclusive = small, poorly fitted or top-dose-only effect, or a change in a side signal; the % refers to the signal ratio;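 note: the direction sought is a rising ratio; 0% = basal untreated cells and 100% = reference inhibitor full response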
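Curves were fitted separately to fusion (green), unfused (red) and ratio luminescence, then classed by r2, magnitude and activity. Cells: OCI-Ly3, 4 h compound plus doxycycline at 37C; 10 uM MG-132 defined full response.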
Imprint erasure: induces erasure of genomic imprints in mouse ES cells. mouse ES Peg3-LacZ reporter, beta-gal luminescence, 40 h. Potency, µM (series often up to 60.7 µM), without a hit: top-dose activity change, positive = activation, most hits filed as activators. 0.02% of 110,000 active. AID 1948;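 note: 0% = negative control wells on the plate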
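Each well holds 300 Peg3LacZ-Neo (maternal) female ES cells incubated 40 h at 37C, 5% CO2. LacZ is measured by BetaGlo luminescence, with AC50 and maximum efficacy derived from dose-response curves.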
Active calls of the source: *; ? = inconclusive; nt = not tested or not shown; & = joins results of further samples; [ ] = another dose, or the depositor's remark. Unless noted, calls come from the whole dose curve; as a rule, active = well fitted curve in the direction sought with a large enough effect; inconclusive = small, poorly fitted or top-dose-only effect, or another doubt; inactive = no such curve, though single readings can be large; an effect the other way counts as inactive or inconclusive. Unless noted, % is set by controls: 0 for no effect and ±100 for the full control effect; potency is the fitted concentration of half-maximal effect.

Values run as follows: IkB sig inh	Imprint erasure	p53ts 39C kill	p53ts 32C tox
1) Nc1nc(SCc2ccc(Cl)cc2)[nH]c(=O)c1-c1ccccc1
→ nt	nt	-16%	-3%
2) Cc1ccc(NC(=O)C2CCN(S(=O)(=O)c3cccc4nonc34)CC2)nc1
→ ?	-13%	-8%	-20%
3) COc1ccc2c(c1)c1c(c(=O)n(-c3ccccc3C)c(=O)n1CC(N)=O)n2C
→ -1.8%	-4%[10.9 µM]	-11%	0%
4) Fc1ccc(CNc2nc(-c3ccc(Cl)cc3)cc(C(F)(F)F)n2)cc1
→ -0.9%	-1%[10.9 µM]	-11%	2%
5) CC(=O)c1cc(F)c(N2CCN(C(=O)c3ccco3)CC2)cc1C
→ -4.2%	-29%	3%	3%
6) COc1cc(C(=O)NCCS(=O)(=O)N2CCN(c3ccccc3)CC2)cc(OC)c1OC
→ ?	10%[10.9 µM]	-3%	8%
7) COc1ccc(-c2cn3c(n2)sc2cc(C(=O)Nc4cc(Cl)ccc4C)ccc23)cc1
→ -0.4%	6%[10.9 µM]	3%	1%
8) Cc1ccc(C)c(OCCCn2c(-c3ccc(Cl)cc3)nc3ccccc3c2=O)c1
→ ?	13%[10.9 µM]	17%	5%
9) Cc1ccc(OCCSc2nc3ccc(NC(=O)COc4ccc(F)cc4)cc3s2)cc1
→ -2.9%	-10%[10.9 µM]	10µM*	0%
10) CCOC(=O)CC(=O)CSc1ncnc2c1cnn2-c1ccccc1
→ ?	-32%[inhibitor]	-16%	-12%
11) O=C(CSc1n[nH]c(-c2ccccc2Cl)n1)NCCc1ccccc1
→ -0.8%	-13%[10.9 µM]	6%	5%
12) CC1=NCCN1S(=O)(=O)c1cc(Cl)ccc1Cl
→ -0.9%	-13%	9%	6%
13) CC(=O)N1CCN(c2ccc(Oc3ncnc4sccc34)cc2)CC1
→ ?	-9%	-3%	7%
14) CC(=O)OCC1OC(C#Cc2ccccc2)C=CC1O (stereo unspecified)
→ nt	nt	-5%[9.22 µM]	6%[9.22 µM]
15) Cc1ccc(N2CCN(C(=O)c3noc4c3COc3ccc(C)cc3-4)CC2)c(C)c1
→ -0.5%	-14%[10.9 µM]	?	4%
16) Cc1cccc(-c2nc3c(c(SCc4ccccc4Cl)n2)Cc2c(CO)cnc(C)c2O3)c1
→ -0.9%	-4%[10.9 µM]	-2%	3%
17) O=C(CN(C(=O)CSc1nnc(COc2ccccc2)o1)c1ccc(F)cc1)NC1CCCC1
→ ?	-8%	-7%	5%
18) COc1ccc(-c2nn3c(-c4ccc(C)cc4)nnc3c3ccccc23)cc1
→ ?	18%[10.9 µM]	24%	7%
19) Cc1ccc2oc(=O)cc(CN3CCOCC3)c2c1
→ 2.1%	1%	1%	-7%
20) CCC1=C(OC(=O)N(CC)CC)N2C(=O)OC(=NCC(=O)OC)[C@]2(C)[C@H]2C1=CC[C@H]1C(=O)N(C)C(=O)[C@H]12
→ nt	-5%	-5%	1%
21) Cc1ccccc1-c1nc(CS(=O)CC(=O)NCCN2CCOCC2)c(C)o1 (stereo unspecified)
→ 1.4%	-13%	1%	5%
22) Cc1nc2c(OCc3ccccc3)cccn2c1CC#N
→ 0.5%&7.4%	-13%&-18%	-13%	-14%
23) COC(=O)CCC(=O)c1oc2ccccc2c1N
→ 1.1%	-18%	-12%	-12%
24) COCCNC(=O)CCc1c(C)nc2c(-c3ccc(F)cc3)c(C)nn2c1C
→ 1.1%	-4%[10.9 µM]	-15%	1%
25) O=C1c2ccccc2C(Nc2ccc(F)c(Cl)c2)N1Cc1ccco1 (stereo unspecified)
→ ?	-21%	21%	22%
26) CCOC(=O)c1cc(-c2ccc(F)cc2)n(CCC(=O)NCCc2ccc(C)cc2)c1C
→ -1.5%	-14%[10.9 µM]	-23%	3%
27) COc1cc2nc(SCc3ccc(Cl)cc3)n3nc(CCn4nc(C)cc4C)nc3c2cc1OC
→ 1.1%	-6%[10.9 µM]	9%	7%
28) CCCN(CCC)CCNC(=O)Cn1ncc2c([nH]c3ccc(C)cc32)c1=O
→ 1.3%	9%[10.9 µM]	-11%	-11%
29) COc1ccc(N2CCN(C(=O)CSc3nnc(-c4cccnc4)n3-c3ccc(F)cc3)CC2)cc1
→ nt	nt	1%	8%
30) CCCC[C@@H]1C[C@H]1C(NC(=O)c1ccccc1)c1ccc(Cl)cc1 (stereo partly specified)
→ nt	-16%	-8%	-3%
31) O=C1CC(N2CCOCC2)C(=O)N1c1ccc2c(c1)OCO2 (stereo unspecified)
→ 0.7%	0%	6%	1%
32) CC(=O)Nc1sc(N/N=C\c2ccccc2F)nc1-c1cccs1
→ nt	nt	-28%	-9%
33) CCn1c2ccccc2c2cc(NC(=O)COC(=O)Cc3cn4ccsc4n3)ccc21
→ -0.5%	-6%	-4%	-2%
34) CC(=O)NCCNc1nc(-c2ccc3c(c2)OCO3)nc2ccccc12
→ 0.8%[11.4 µM]	29%	-6%	-7%
35) COc1cccc(-c2nc(SCC(=O)NC3CCCC3)c(-c3ccc(C)cc3)[nH]2)c1
→ ?	-5%[10.9 µM]	29%	5%
36) O=C(c1ccc([N+](=O)[O-])cc1)N1c2ncnn2C2(CCCCC2)[C@@H]2CCCC[C@@H]21
→ 0.0%	11%[10.9 µM]	11%	-4%
37) Cc1ccc(SCCC(=O)N2CCOCC2)cc1
→ -0.3%	-13%	3%	-9%
38) COc1ccccc1NC(=O)c1nnn(Cc2ccccc2)c1NC(C)=O
→ -0.8%	-13%	8%	14%
39) CCCC1=Nc2cc(C(=O)NC3CCCC3)ccc2Sc2ccc(C)cc21
→ ?	-30%[10.9 µM]	5%	3%
40) N#CC1=C2Sc3ccccc3N2CCCC1=O
→ 0.0%	-32%[inhibitor]	-8%	-3%
41) CCOC(=O)c1noc2ncnc(N3CCC(C)CC3)c12
→ -4.1%	-10%[10.9 µM]	-17%	-1%
42) COc1cccc(CNC(=O)C2CCC(CNS(=O)(=O)c3ccc(Br)s3)CC2)c1 (stereo unspecified)
→ ?	-9%[10.9 µM]	3%	5%
43) C[C@@H]1O[C@@H](n2cc(F)c(=O)[nH]c2=O)[C@H](O)[C@@H]1O
→ -4.1%	nt	11%	8%
44) COc1cccc(CNC(=O)CCS(=O)(=O)c2cccc3nonc23)c1
→ 1.9%	-17%	-12%	1%
45) Cc1ccc(C)c(S(=O)(=O)NCc2cccnc2)c1
→ 1.1%	-5%	6%	5%
46) CC1CCN(S(=O)(=O)c2ccc3nc(Nc4ccc(C#N)cc4)ccc3c2)CC1
→ ?	-8%[10.9 µM]	1%	12%
47) C[C@H]1/C=C\CC(=O)OC[C@H](C)C(=O)N2CCC[C@@H]2C(=O)OC1
→ nt	nt	0%[9.22 µM]	1%[9.22 µM]
48) COc1cccc(-c2nc3c(C#N)c[nH]n3c2NC2CCCCC2)c1OC
→ -0.8%	-15%[10.9 µM]	-12%	-1%
49) CCOc1ccc(C(=O)Nc2cc(-c3cn4cccnc4n3)ccc2C)cc1OCC
→ -0.8%	-9%[10.9 µM]	-19%	0%
50) NC(=O)c1noc(C(=O)N(CC(=O)NC2CCCC2)Cc2ccc3c(c2)OCO3)c1N
→ nt	nt	5%	8%
51) CCCCN(CC)CCCNC(=O)CC1Oc2ccccc2NC1=O (stereo unspecified)
→ 4.7%	-20%	-6%	-9%
52) COc1cccc(NC(=O)c2oc3ccccc3c2NC(=O)C(C)(C)C)c1
→ ?	-9%	2%	5%
53) CC(=O)N1CCOc2cc(S(=O)(=O)NCc3ccc(F)cc3)c(C)cc21
→ ?	-7%[10.9 µM]	2%	13%
54) COc1cccc(NC(=O)CSc2nc(=O)[nH]c3c2CCCC3)c1
→ 5.9%	?	-9%	-1%
55) O=[N+]([O-])c1cc(Cl)cc2c1nc(NCCO)c1ccccc12
→ -1.7%[11.4 µM]	-5%[10.9 µM]	-12%[9.22 µM]	7%[9.22 µM]
56) CC(=O)N1CCN(CCN=CC2=C(O)CC(C)(C)CC2=O)CC1
→ 0.3%	-14%	-3%	-1%
57) CN(C)C(=O)CN(c1ccc(F)c(Cl)c1)S(C)(=O)=O
→ 1.7%	-11%	7%	8%
58) O=C(c1ccc(S(=O)(=O)N2CCCCC2)cc1)N1CCN(c2ccccc2)CC1
→ 0.7%	-4%	9%	-3%
59) O=C(NCc1ccccn1)Nc1ccc(Cl)c(Cl)c1
→ 2.7%	-4%	-3%	-2%
60) Cc1ccccc1OCc1nc2c3cnn(-c4ccccc4F)c3ncn2n1
→ -1.0%	-2%[10.9 µM]	-15%	-5%

Gathered by group, those above with a nitro group on carbon
Values run as follows: IkB sig inh	Imprint erasure	p53ts 39C kill	p53ts 32C tox
36) O=C(c1ccc([N+](=O)[O-])cc1)N1c2ncnn2C2(CCCCC2)[C@@H]2CCCC[C@@H]21
→ 0.0%	11%[10.9 µM]	11%	-4%
55) O=[N+]([O-])c1cc(Cl)cc2c1nc(NCCO)c1ccccc12
→ -1.7%[11.4 µM]	-5%[10.9 µM]	-12%[9.22 µM]	7%[9.22 µM]

Going on with the list.
Values run as follows: IkB sig inh	Imprint erasure	p53ts 39C kill	p53ts 32C tox
61) O=C(OCCOCCN=C1NS(=O)(=O)c2ccccc21)c1ccncc1
→ -1.7%	-9%	1%	1%
62) COc1ccccc1C(=O)N(Cc1cccs1)C1CCS(=O)(=O)C1 (stereo unspecified)
→ 1.3%	15%	1%	3%
63) C=CCc1cc(C)cc(C)c1OCCn1cncn1
→ -7.8%	-8%	8%	2%
64) CCc1nnc(NC(=O)CCC(=O)N2CCCC2)s1
→ -0.1%	5%	4%	1%
65) COc1ccc(/C=C(/NC(=O)c2cccs2)C(=O)N2CCOCC2)cc1OC
→ nt	nt	-8%	-20%
66) COc1ccc(Cn2c(SCC(=O)NCc3ccc(Cl)cc3)nc3ccsc3c2=O)cc1
→ -1.1%	-4%[10.9 µM]	-5%	1%
67) O=c1c2[nH]c3ccccc3c2ncn1CCN1CCCCC1
→ -1.1%	-8%	-6%	?
68) O=C1[C@H]2[C@H]3[C@H](O)[C@H](O)C/C(=N/OC[C@@H](O)COCc4ccco4)[C@@H]3CC[C@@H]2C(=O)N1Cc1ccccc1
→ nt	nt	-1%[9.22 µM]	-1%[9.22 µM]
69) Cc1ccc(C)c(N2CCN(S(=O)(=O)c3ccc4oc(=O)c5ncn(C)c5c4c3)CC2)c1
→ -3.4%	-8%[10.9 µM]	-23%	6%
70) CC1=C(C(=O)Nc2ccccc2)C(c2cccn2C)n2ncnc2N1 (stereo unspecified)
→ 0.9%	-11%[10.9 µM]	-10%	0%
71) COc1ccc(CCN2C(=O)c3ccccc3C2(O)c2ncc[nH]2)cc1OC (stereo unspecified)
→ 4.7%	14%	13%	3%
72) COC(=O)c1[nH]c2cccc(OC)c2c1NC(=O)CCN1CCN(c2ccccc2OC)CC1
→ 3.1%	-13%	5%	9%
73) COc1cccc(Cn2c(=O)c(-c3ccc(Cl)cc3)nc3cnc(N4CCNCC4)nc32)c1
→ -5.8%[11.4 µM]	-44%[inhibitor]	?	13µM*
74) COc1ccc(NC(=O)CCc2c(C)nc3nc(CNC(=O)OC(C)(C)C)nn3c2C)cc1OC
→ 0.8%	-8%[10.9 µM]	-2%	4%
75) CCC(=O)C1=C(c2cccc([N+](=O)[O-])c2)N(C(=O)CC)n2c(nnc2-c2ccccc2)S1
→ 4.6%	17%[10.9 µM]	-12%	4%
76) CCS(=O)(=O)Nc1ccc(-c2nnc(SCC(=O)c3cccc(OC)c3)o2)cc1
→ -0.3%	-7%	0%	-6%
77) CCOc1ccc(C2NC(=O)c3n[nH]c(C)c32)cc1 (stereo unspecified)
→ -0.3%	-10%	-1%	1%
78) COc1ccc(NS(=O)(=O)c2ccc(C)c(C(=O)O)c2)cc1
→ 3.4%	-7%	-3%	-5%
79) C=Cc1ccc(CSc2nc(-c3ccc(OC)cc3)nc3c2Cc2c(CO)cnc(C)c2O3)cc1
→ -0.5%	-12%[10.9 µM]	-17%	10%
80) CC1CCCN(CC(=O)Nc2ccc(S(=O)(=O)NC3CCCCC3)cc2)C1 (stereo unspecified)
→ 0.1%	-18%	-19%	-2%
81) COc1ccc(C2=NCC(CSc3nccc(=O)[nH]3)S2)cc1 (stereo unspecified)
→ ?	-3%	-25%	?
